PhoP GFP inhibition: PhoP regulon inhibitors, Salmonella typhi PhoP promoter GFP reporter, confirmatory (AID 1850); 310,000 compounds, 0.33% hits; one-dose inhibition, % at 50 µM; IC50 in µM for titrated hits; Salmonella Typhi PhoP-promoter GFP reporter, fluorescence, 4 h; higher % means a stronger effect; in the data active = a potency from the dose series; inconclusive = inhibition mostly from about 25% at the one dose, without a potency; inactive = the rest, 99 in 100 with inhibition below about 19%;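 also: 0% = induced wells with vehicle and 100% = uninduced wells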
M. tuberculosis HTS: M. tuberculosis growth inhibition, HTS (AID 449762); 330,000 compounds, 0.59% hits; M. tuberculosis H37Rv growth inhibition, 7H9 media; higher % means a stronger effect; inhibition, % at 25 µM; hits with a dose series show IC50 in µM; in the data active = a potency from the dose series; inconclusive = inhibition above about 70% without an active follow-up result;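 also: bacterial growth assessed after seven days of incubation; strong numbers were not always called active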
H1N1 NS1A inhibition: H1N1 influenza NS1A inhibitors, functional cell based assay (AID 504329); inhibition, % at 12.5 µM, or IC50 in µM where a hit was titrated; 340,000 compounds, 0.3% hits; NS1A functional cell-based assay, percent inhibition; higher % means a stronger effect; in the data active = a potency from the dose series; inconclusive = inhibition above about 27% without an active follow-up result; also: strong numbers were not always called active
M. tuberculosis: growth inhibition of non-replicating M. tuberculosis (AID 488890) | inhibition, % at 25 µM; hits with a dose series show IC50 in µM | 320,000 compounds, 0.39% hits | Mycobacterium tuberculosis non-replicating, growth inhibition; higher % means a stronger effect; in the data active = a potency from the dose series; inconclusive = inhibition mostly from about 82% at the one dose, without a potency; inactive = the rest, 99 in 100 with inhibition below about 76%;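 also: plate controls were DMSO cells for no effect and high antibiotic wells for full effect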
VEEV TC-83 Vero: inhibitors of VEEV TC-83 cytopathic effect, confirmation, Vero cells (AID 588727). Vero cells, VEEV TC-83 cytopathic effect inhibition; higher % means a stronger effect. one-dose inhibition, % at 20 µM; IC50 in µM for titrated hits. 350,000 compounds, 0.13% hits; in the data active = a potency from the dose series; inconclusive = inhibition mostly from about 14% at the one dose, without a potency; inactive = the rest, 99 in 100 with inhibition below about 12%; also: strong numbers were not always called active
Numbers without * were called inactive; i = inactive; ? = inconclusive; · = no result given.

smiles	M. tuberculosis	VEEV TC-83 Vero	M. tuberculosis HTS	PhoP GFP inhibition	H1N1 NS1A inhibition
COc1cccc(C(=O)NC(C)C(c2cccs2)N2CCN(C)CC2)c1 (stereo not given)	-1.5%	1.4%	1.4%	6.9%	3.8%
Cc1ccc(C(=O)N2CCN(c3ccc([N+](=O)[O-])c(NCc4ccco4)c3)CC2)cc1	37.5%	5.3%	4.7%	-3.5%	20.9%
O=C(Cn1c(NCCCO)nc2ccccc21)c1ccc(Br)cc1	18.2%	3.5%	-2.7%	12.3%	11.1%
Cc1ccc(-c2nnc(N3CCCCC3)c3ccccc23)cc1S(=O)(=O)N1CCN(C)CC1	41.2%	5.7%	50.6%	-2.2%	3.4%
COc1ccc(C2CC(=O)c3cnc(N4CCN(Cc5ccccc5)CC4)nc3C2)cc1 (stereo not given)	11.3%	6.6%	?	1.1%	1.0%
CC(C(=O)Nc1ccccc1)N1C(=O)c2ccccc2C1=O (stereo not given)	-5.3%	2.5%	1.8%	9.1%	12.2%
CC1(OC(=O)c2ccc(Cl)nc2)C(=O)C=C2C=C(c3ccsc3)OC=C2C1=O (stereo not given)	-2.5%	·	2.0%	-4.4%	·
O=C(O)Cn1ccc2ccccc21	-5.5%	0.3%	-3.2%	-6.1%	1.2%
O=C(CCc1ccccc1)c1c(O)cc(O)cc1O	-16.6%	9.0%	-7.3%	4.8%	-5.1%
O=C(NCCc1ccccc1Cl)C1CCC(=O)N(Cc2ccc(Cl)cc2)C1 (stereo not given)	16.1%	8.5%	6.8%	-1.4%	-8.2%
O=C1/C(=C/c2ccc(Cl)cc2)NC(=S)N1Cc1cccnc1	-4.8%	2.1%	-5.4%	4.2%	·
CN1CCN(C(=O)/C(=C/c2ccc(N(C)C)cc2)NC(=O)c2ccccc2)CC1	-6.0%	8.7%	-9.4%	2.0%	6.1%
Cc1ccc(S(=O)(=O)N(C)C)cc1NC(=O)Nc1c(-c2ccccc2)noc1C	1.9%	6.9%	9.9%	2.3%	·
C[C@H](CO)N1C[C@H](C)[C@@H](CN(C)CC2CCCCC2)Oc2c(NS(=O)(=O)c3ccccc3)cccc2C1=O	5.1%	6.5%	2.7%	·	1.7%
O=C(Cn1nnc(-c2ccccc2Cl)n1)Nc1cccc(S(=O)(=O)N2CCCC2)c1	27.6%	3.3%	7.1%	·	0.7%

Exported with each value named: 4 of the compounds above
> COc1ccc(C2CC(=O)c3cnc(N4CCN(Cc5ccccc5)CC4)nc3C2)cc1 (stereo not given)
- M. tuberculosis: 11.3%
- VEEV TC-83 Vero: 6.6%
- M. tuberculosis HTS: ?
- PhoP GFP inhibition: 1.1%
- H1N1 NS1A inhibition: 1.0%
> O=C1/C(=C/c2ccc(Cl)cc2)NC(=S)N1Cc1cccnc1
- M. tuberculosis: -4.8%
- VEEV TC-83 Vero: 2.1%
- M. tuberculosis HTS: -5.4%
- PhoP GFP inhibition: 4.2%
- H1N1 NS1A inhibition: ·
> O=C(Cn1c(NCCCO)nc2ccccc21)c1ccc(Br)cc1
- M. tuberculosis: 18.2%
- VEEV TC-83 Vero: 3.5%
- M. tuberculosis HTS: -2.7%
- PhoP GFP inhibition: 12.3%
- H1N1 NS1A inhibition: 11.1%
> C[C@H](CO)N1C[C@H](C)[C@@H](CN(C)CC2CCCCC2)Oc2c(NS(=O)(=O)c3ccccc3)cccc2C1=O
- M. tuberculosis: 5.1%
- VEEV TC-83 Vero: 6.5%
- M. tuberculosis HTS: 2.7%
- PhoP GFP inhibition: ·
- H1N1 NS1A inhibition: 1.7%

The list continues:
smiles	M. tuberculosis	VEEV TC-83 Vero	M. tuberculosis HTS	PhoP GFP inhibition	H1N1 NS1A inhibition
COC(=O)c1ccccc1NC(=O)Nc1nnc(N2CCC(C)CC2)s1	·	0.8%	-5.4%	·	3.5%
Oc1ccc(-c2nc3ccc4ccccc4c3c3c2CCC3)cc1O	4.0%	12.0%	-2.3%	3.6%	5.9%
CC(=O)Nc1ccc(/C(C)=N/Nc2nc(Nc3cccc4ccccc34)nc(N3CCOCC3)n2)cc1	46.0%	11.3%	?	-5.2%	4.1%
O=C(Nc1nc(-c2ccccc2)cs1)C1c2ccccc2Oc2ccccc21	11.5%	1.4%	-2.6%	4.7%	-19.5%
O=C(/C=C/c1ccc(S(=O)(=O)N2CCOCC2)cc1)NCc1ccc(Cl)cc1	6.2%	1.1%	7.3%	-26.0%	-1.5%
Cc1cc(=O)oc2c(C)c(OCC(=O)NCc3ccccn3)ccc12	1.2%	i	-0.1%	7.2%	-15.3%
NS(=O)(=O)c1ccc(NC(=O)c2ccccc2C(=O)N2CCCCC2)cc1	-6.8%	0.7%	-6.8%	-9.5%	-4.4%
O=C(Nc1ccc(Br)cn1)c1cccc(S(=O)(=O)N2CCCC2)c1	35.6%	10.5%	3.3%	·	0.7%
CCn1c(SCc2ccc(OC)c(F)c2)nc2ccccc2c1=O	15.0%	2.7%	12.9%	7.7%	-3.8%
COc1ccc(CCNS(=O)(=O)c2cccc(S(=O)(=O)N3CCCC3)c2)cc1OC	·	1.3%	·	·	7.5%
O=C(CCCSc1nc2ccccc2[nH]1)NCc1ccc(Cl)cc1	76.1%	i	-0.2%	7.5%	4.0%
CCN(CC)/C(=N\S(=O)(=O)c1ccccc1C)c1ccccc1	0.8%	2.6%	-6.3%	-13.7%	5.6%
Cc1c(C(=O)OCc2nnc(-c3ccccc3)o2)oc2ccccc12	49.5%	6.3%	6.4%	·	-1.7%
O=C1OC(OC(=O)c2ccccc2Br)C(N2CCOCC2)=C1Cl (stereo not given)	0.9%	0.1%	-4.4%	-1.5%	12.1%
Cn1cccc1Cc1nnc(SCC(=O)Nc2ccc3c(c2)OCO3)n1CCc1ccccc1	-16.6%	8.4%	-5.5%	4.4%	5.0%
Cc1ccccc1C(=O)OCC(=O)N(C)c1ccccc1	-13.1%	0.0%	-5.1%	8.0%	-11.5%
CCOc1cccc(C(=O)Nc2ccc(NC(=O)c3cc4ccccc4o3)c(OC)c2)c1	21.0%	0.7%	3.3%	-3.9%	-1.3%
CC1CN(S(=O)(=O)c2cccc(C(=O)OCC(=O)c3cccs3)c2)CC(C)O1 (stereo not given)	-8.7%	3.1%	-5.1%	-8.4%	-18.3%
Cc1ccc2[nH]c(=O)c(CN(Cc3ccccc3)Cc3nnnn3C3CCCC3)cc2c1	34.6%	4.4%	-6.0%	0.4%	4.3%
COC(=O)c1ccccc1NC(=O)Nc1cccs1	3.6%	4.6%	7.8%	-4.7%	15.3%
CSc1nc2c(c(=O)[nH]c(=O)n2C)n1Cc1ccccc1Cl	14.1%	4.1%	-12.8%	1.6%	-7.2%
O=C(COC(=O)c1cnc(Cl)c(Cl)c1)Nc1cccc(S(=O)(=O)N2CCOCC2)c1	10.4%	1.2%	1.8%	·	-11.6%
C=CCn1c(SCC(=O)Nc2ccc(NC(=O)c3ccco3)c(OC)c2)nnc1-c1ccncc1	·	8.6%	-2.2%	-7.0%	-6.3%
Cc1cc(OCC(=O)Nc2ccccc2N2CCCCC2)ccc1C(C)C	5.2%	4.4%	?	-4.1%	-7.5%
O=C(CNC(=O)c1cccs1)Nc1ncccc1O	-9.5%	0.7%	3.4%	1.1%	-7.7%
CCC(C)NS(=O)(=O)c1ccc(NC(=O)Cc2ccc(OC)cc2)cc1 (stereo not given)	19.8%	i	0.8%	-5.0%	-4.9%
CCCOC(=O)C1=C(C)NC(=O)NC1c1cc2c(cc1Br)OCO2 (stereo not given)	0.9%	1.7%	3.0%	-4.0%	-5.0%
Cc1cc(C)n(-c2ccc(NC(=O)C3CCN(Cc4ccc(C)o4)CC3)cc2)n1	-14.6%	1.6%	-2.2%	-3.7%	1.6%
Cc1ccc(C(=O)NCC2CCCO2)o1 (stereo not given)	-1.0%	0.0%	-6.1%	-5.9%	6.4%
Cc1ccc(NC(=O)CCC(=O)OCC(F)(F)C(F)F)cc1	5.8%	i	-0.8%	-13.9%	0.9%
CCC(C)C(N)C(=O)NC(CCC(=O)OCc1ccccc1)C(N)=O (stereo not given)	-0.6%	i	-1.9%	-4.7%	-11.0%
CC(C)n1c(O)c(N=NC(=O)c2ccccc2NS(=O)(=O)c2cccs2)c2ccccc21	9.6%	1.1%	0.3%	-2.9%	3.9%
Cc1cc(C)n2c(SCC(=O)Nc3cccc(S(N)(=O)=O)c3)nnc2n1	0.9%	2.9%	1.7%	·	-0.1%
Cn1nnnc1SCc1ccc(F)cc1	11.9%	i	-10.0%	-6.8%	-27.5%
C/C(N)=C(/C#N)C(=O)CSc1nc2ccccc2c(=O)n1-c1ccc(C)c(Cl)c1	5.8%	2.4%	6.0%	-0.8%	-1.3%
CCOC(=O)C1C(c2cccc(Cl)c2Cl)NC(=O)NC1(O)C(F)(F)F (stereo not given)	10.7%	1.3%	-7.0%	12.3%	-1.2%
CC1(C)C(=O)OC(c2cccs2)C2(CCCCC2)C1=O (stereo not given)	5.8%	i	-6.6%	-7.3%	-2.8%
Cc1ccc(S(=O)(=O)N2CCN(C)CC2)c(C)c1N(C)S(=O)(=O)c1ccc(Cl)cc1	20.4%	0.9%	3.0%	-4.9%	-17.2%
Cc1ccc(N2C(=O)C(Cl)=C(N3CCOCC3)C2=O)c(C)c1	-2.0%	1.5%	8.4%	-6.8%	0.9%
O=C(O)c1ccc(CSc2nnc(-c3ccncc3)n2-c2ccc(Cl)cc2)cc1	-8.3%	0.7%	-8.7%	-2.2%	6.1%
CCOC(=O)N1CCN(C(=O)CNC2CCCCCCC2)CC1	4.9%	27.8%	-1.1%	8.0%	-22.4%
CCOC(=O)c1cc(-c2cccc([N+](=O)[O-])c2)nc2[nH]c(=O)[nH]c(=O)c12	6.0%	1.0%	-7.5%	1.4%	4.5%
O=C(CN1CCN(S(=O)(=O)c2cc(Cl)ccc2Cl)CC1)c1ccc(O)c(O)c1	23.0%	i	1.0%	-13.7%	0.3%
C=CCC1(C#N)C(=S)NC(C)=C(C(=O)OCC)C1c1ccccc1 (stereo not given)	1.2%	0.2%	-3.0%	14.5%	·
COc1ccccc1CNC(=O)CN1C(=O)c2ccccc2S1(=O)=O	2.6%	1.3%	1.6%	-0.8%	2.8%
COCCNC(=O)c1cc(-c2ccccc2C)nn1CC1CC(c2cccnc2)=NO1 (stereo not given)	3.2%	0.4%	-2.1%	·	12.4%
CCOC(=O)c1ccc(-c2c(-c3ccccc3OC)sc3cc4c(cc23)OCO4)cc1F	2.1%	1.3%	6.8%	·	12.3%
O=C(c1ccc([N+](=O)[O-])cc1)N1CCc2ccccc2C1	·	2.0%	3.0%	3.7%	3.3%
CC12CCC(C(=O)OC3CCCCC3)(OC1=O)C2(C)C (stereo not given)	-8.9%	0.5%	2.1%	9.6%	3.1%
O=C(NCCc1ccccc1)C1CCN(S(=O)(=O)N2CCOCC2)CC1	-0.8%	6.7%	4.0%	5.3%	-7.2%
N#Cc1ccc(S(=O)(=O)NC2CCCCNC2=O)cc1 (stereo not given)	-17.7%	0.3%	5.3%	-2.4%	-1.9%
CC(=O)C1=C(C)Nc2ncnn2C1c1ccc(Br)cc1 (stereo not given)	2.9%	0.4%	2.5%	2.4%	3.0%
CCc1ccccc1Nc1nc2ccccc2n1CC	14.5%	0.7%	-2.9%	-3.0%	-4.3%
O=C(CSCCO)Nc1cc(C(F)(F)F)ccc1Cl	1.7%	4.2%	-2.7%	-0.3%	8.2%
OC1CCN(C(=S)Nc2ccc(Nc3ccccc3)cc2)CC1	20.9%	1.8%	-2.4%	-9.5%	2.1%
COc1ccc(C2Nc3ccccc3C(=O)N2NS(=O)(=O)c2ccc(C)cc2)cc1 (stereo not given)	3.0%	0.9%	1.2%	5.0%	-3.0%
Cc1cc(C)c2c(=O)[nH]cnc2n1	-28.5%	i	4.6%	-9.0%	8.0%
COc1ccc(C(=O)CSc2nnc(NC(=O)C3CC(=O)N(c4ccccc4C)C3)s2)cc1 (stereo not given)	4.4%	1.3%	3.1%	-2.5%	1.5%
O=C(N[C@H]1CCCCNC1=O)c1cc(COc2ccc(F)cc2F)on1	7.2%	1.9%	3.1%	0.8%	-8.1%
C[C@@H](NC(=O)c1nc[nH]c1C(=O)N1CCc2ccccc2C1)c1ccccc1	77.0%	8.5%	-4.3%	·	-14.9%
CCC(=O)Nc1cc2c(cc1Cl)-c1ccccc1C2	·	2.2%	·	·	2.5%

Screening data from PubChem BioAssay.

Not a hit list. Share with any hit: about 1.5%.
